# TbREL1 primary: TbREL1 inhibition, primary screen. P86926. TbREL1 RNA ligation, FRET fluorescence. inhibition, % at 9.66 µM. 89,000 tested, 0.49% active;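 active = inhibition above the mean inhibition across all screened compounds plus 3 SD, cut at about 11% in these data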;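 also: 0% = plate median of test wells and 100% = NSC42067 control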
# Target sequence (P86926 whole entry, looked up): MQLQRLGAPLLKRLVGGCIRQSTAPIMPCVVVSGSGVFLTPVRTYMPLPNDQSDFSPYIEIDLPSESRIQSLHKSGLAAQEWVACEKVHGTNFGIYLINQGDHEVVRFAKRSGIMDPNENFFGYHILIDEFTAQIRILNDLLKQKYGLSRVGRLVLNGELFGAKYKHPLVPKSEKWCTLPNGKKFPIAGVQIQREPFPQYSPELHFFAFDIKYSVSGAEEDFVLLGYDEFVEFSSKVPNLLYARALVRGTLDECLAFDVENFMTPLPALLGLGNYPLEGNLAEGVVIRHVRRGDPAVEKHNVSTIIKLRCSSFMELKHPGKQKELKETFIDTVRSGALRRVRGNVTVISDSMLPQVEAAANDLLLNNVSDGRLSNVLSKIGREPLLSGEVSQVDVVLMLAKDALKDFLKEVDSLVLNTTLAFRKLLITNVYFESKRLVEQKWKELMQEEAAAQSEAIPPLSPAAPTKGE
# Numbers without * were called inactive. Only part of the results is shown; rates above refer to the full screens.
SMILES,TbREL1 primary
COc1ccc(CN2C(=O)NC(=O)/C(=C\c3cc(OC)c(OC)c(OC)c3)C2=O)cc1,-0.1
CCOP(=O)(OCC)C(O)c1cccc([N+](=O)[O-])c1 (configuration not stated),5.4
O=C(CCNS(=O)(=O)c1ccccc1)Nc1ccc(Cl)cc1C(=O)c1ccccc1,0.2
COC(=O)C1=C(c2cccc(OCc3ccccc3)c2)C[C@@H]2CC[C@H]1N2C(=O)NCCOc1ccc(OC)cc1,-1.7
Cc1cccc(OP(=O)(Nc2cccnc2)Oc2cccc(C)c2)c1,2.8
Cc1ccccc1OP(N)(=O)Oc1ccccc1C,-3.5
COc1ccc(-n2c(O)c(C(C)=NCCCn3ccnc3)c(=O)[nH]c2=O)cc1,1.9
COC(=O)C1=C(c2ccc(-c3ccccc3)c(F)c2)C[C@@H]2CC[C@H]1N2C(=O)N1CCCC1,-2.7
COc1ccc(CCNCc2ccccn2)cc1OC,0.4
COc1ccc(CC(=O)N2CCN(C)CC2)cc1,-0.3
CC(C)CN1Cc2cc(-c3cccc(F)c3)ccc2-n2nncc2C1,0.6
CC(=NCCCn1ccnc1)c1c(O)n(C)c(=O)n(C)c1=O,-2.2

# Three compounds drawn at random from those above:
SMILES,TbREL1 primary
COC(=O)C1=C(c2cccc(OCc3ccccc3)c2)C[C@@H]2CC[C@H]1N2C(=O)NCCOc1ccc(OC)cc1,-1.7
O=C(CCNS(=O)(=O)c1ccccc1)Nc1ccc(Cl)cc1C(=O)c1ccccc1,0.2
CC(=NCCCn1ccnc1)c1c(O)n(C)c(=O)n(C)c1=O,-2.2

# (cont.)
SMILES,TbREL1 primary
O=S(=O)(c1cc(Cl)cc(Cl)c1)N1Cc2cc(-c3ccccc3)ccc2-n2nncc2C1,2.4
COC(=O)C1=C(c2ccc(F)cc2OCc2ccccc2)C[C@@H]2CC[C@H]1N2C(=O)NC1Cc2ccccc2C1,3.9
CC(=O)c1ccc(OCC(=O)N2CCCC(N(C)Cc3ccccc3)C2)cc1 (configuration not stated),-2.3
c1ccc(C[n+]2ccccc2)cc1,0.7
COc1ccccc1-n1c(Cc2ccccc2)nc2ccccc2c1=O,-2.2
Cc1cccc(C(C)c2cnc[nH]2)c1C (configuration not stated),1.4
CC(=NCCN1CCOCC1)c1c(O)n(C2CCCCC2)c(=O)[nH]c1=O,-2.2
O=C1NC(=O)N(c2ccc3c(c2)OCO3)C(=O)/C1=C\c1ccsc1,2.9
O=P(Oc1ccccc1)(Oc1ccccc1)C(O)c1ccccc1 (configuration not stated),-0.9
CCN1CCN(c2cc(N3CCCC3)c([N+](=O)[O-])cc2F)CC1,-1.4
CCC(=O)N1c2ccc(S(=O)(=O)CCC(=O)N3CCC4(CC3)OCCO4)cc2CC1C (configuration not stated),-0.4
O=C1NC(=O)C(CCc2ccccn2)(Cc2cccc(Cl)c2Cl)C(=O)N1c1ccc(Br)cc1 (configuration not stated),-3.4
CC(=NCc1ccco1)c1c(O)n(Cc2ccccc2)c(=O)[nH]c1=O,0.5
N#Cc1ccc(C(=O)N2Cc3cnnn3-c3ccccc3C2C#N)cc1 (configuration not stated),1.6
COC(=O)C1=C(c2ccc(S(C)(=O)=O)cc2)C[C@@H]2CC[C@H]1N2C(=O)NCCS(C)=O (some centres not stated),0.1
C=C1C(=O)O[C@H]2[C@H]1[C@H](OC(=O)CC(=O)O[C@@H]1C[C@@H](C)[C@@H]3C=CC(=O)[C@@]3(C)[C@H]3OC(=O)C(=C)[C@H]13)C[C@@H](C)[C@H]1C=CC(=O)[C@]12C,-0.7
CCOc1ccc(NC2=NCCCS2)cc1,3.5
CCC12CN3CCN(CC(C3)/C1=N\O)C2,1.2
CCC(CC)N1CCN(C(=O)Cc2ccccc2)CC1,5.6
COC(=O)C1=C(c2cc3ccccc3o2)C[C@@H]2CC[C@H]1N2C(=O)N1CCC(O)CC1,-1.2
COC(=O)C1=C(c2ccc(OC(F)(F)F)cc2)C[C@@H]2CC[C@H]1N2C(=O)NC1CC1,-2.1
COC(=O)C1=C(c2ccc(OC)c(OC)c2)C[C@@H]2CC[C@H]1N2C(=O)NCCCOC(C)C,-1.3
O=C(CCn1nc(-c2ccc(Cl)cc2)ccc1=O)N1CCC2(CC1)OCCO2,-1.8
Cc1ccc(-c2cc(-c3ccc(C)cc3)[n+](-c3ccc(C(=O)O)cc3)c(-c3ccc(C)cc3)c2)cc1,-3.5
CC(=O)N(C1=NCCCS1)c1ccc(Cl)cc1,-0.4
O=c1[nH]c(=S)[nH]c(O)c1N=Nc1ccc(S(=O)(=O)N2CCOCC2)cc1,0.8
CC(c1ccccc1)n1cncc1C(=O)N1CCCC1=O (configuration not stated),1.7
Cc1ccsc1C(=O)C1CCCN(Cc2c(C)nn(C(C)C)c2C)C1 (configuration not stated),2.0
c1ccc2c(NC3=NCCS3)cccc2c1,7.1
CC(C)C(=O)N1CCN(CCN=Cc2c(O)n(C)c(=O)n(C)c2=O)CC1,1.3
CN(CC#CCN1CCCC1)C(=O)c1cccc(Cl)c1,1.7
CC(=O)c1cn(Cc2ccccc2C#N)c2ccccc12,-0.8
O=c1[nH]c(=O)n(CCC2=CCCCC2)c(O)c1C=Nc1cccc(F)c1,-2.3
COC(=O)C1=C(c2cccc(C#N)c2)C[C@@H]2CC[C@H]1N2C(=O)NC1CCCCC1,1.2
COC(=O)C1=C(c2ccc(F)cc2OCc2ccccc2)C[C@@H]2CC[C@H]1N2C(=O)NCCOc1ccc(OC)cc1,-1.5
C=C(CC1CC(O)[C@]2(C)OC3CC4OC5C[C@]6(C)O[C@]7(C)CCC8OC9C[C@]%10(C)OC%11C(C)=CC(=O)OC%11CC%10OC9C[C@@H](C)C8OC7CC6O[C@]5(C)C/C=C\C4OC3CC2O1)C(=O)O (some centres not stated),0.6

# An excerpt of these results, field by field.
Compound: CCC(CC)N1CCN(C(=O)Cc2ccccc2)CC1
  TbREL1 primary: 5.6
Compound: COC(=O)C1=C(c2ccc(-c3ccccc3)c(F)c2)C[C@@H]2CC[C@H]1N2C(=O)N1CCCC1
  TbREL1 primary: -2.7
Compound: COC(=O)C1=C(c2cccc(C#N)c2)C[C@@H]2CC[C@H]1N2C(=O)NC1CCCCC1
  TbREL1 primary: 1.2

# The list goes on:
SMILES,TbREL1 primary
c1cc(OCCN2CC2)ccn1,3.2
CCOC(=O)c1c(C)[nH]c(C(=O)C(Cc2ccccc2)N(C)C)c1C (configuration not stated),-3.5
c1cc2c(cc1NC1=NCCO1)CCCC2,5.0
Cc1ccc(C2C(S(C)(=O)=O)=C(O)C(=O)N2c2ccccc2)cc1 (configuration not stated) (tested in a mixture with another compound),0.4
CCC(=NCc1ccco1)c1c(O)n(C2CCCCC2)c(=O)[nH]c1=O,-1.1
CCN(CC)CCNC(=O)c1c(O)c2ccccc2n(Cc2ccccc2)c1=O,8.5
COc1ccccc1Cn1c(SCC#N)nc2cc(C(=O)N3CCC4(CC3)OCCO4)ccc2c1=O,-3.0
CCc1ccc(N2C(=O)NC(=O)C(Cc3ccc(OC)cc3OC)C2=O)cc1 (configuration not stated),-4.8
CCOC(=O)CC1c2ccccc2-n2nncc2CN1C (configuration not stated),5.4
CC12CN3CC(C)(CN(C1)C3c1cccnc1)C2=O (configuration not stated),1.6
O=c1[nH]c(=O)n(Cc2ccc(F)cc2)c(O)c1C=NCCCN1CCOCC1,-1.4
CCCCn1c(O)c(C(C)=NCCCn2ccnc2)c(=O)[nH]c1=O,2.6
CN1C(=O)NC(=O)C2(Cc3ccccc3N3CCOCC32)C1=O (configuration not stated),-0.5
Cc1cccc(CNCCc2ccccc2)n1,1.5
COC(=O)[C@@]1(O)c2c(oc3cccc(O)c3c2=O)C=C[C@H]1O,-0.5
CCOc1cccc(=NC2CCCCC2)c2c(C)[nH]c(C)c12,-3.4
O=c1[nH]c2ccccc2n1C1CCN(C(c2ccccc2OC(F)(F)F)c2nnnn2Cc2ccccc2)CC1 (configuration not stated),3.2
CCc1ccc(CN2CCN(Cc3cc(Br)ccc3O)CC2)cc1,5.7
O=C(CN1CCN(C(=O)COc2cccc(F)c2)CC1)Nc1ccc(Cl)c(C(F)(F)F)c1,5.1
Cc1cc(/C=C2\C(=O)NC(=S)N(C)C2=O)c(C)n1C1CCCCC1,-2.1
O=C1CC(=O)N(c2ccc3c(c2)OCO3)C(=O)N1,-2.0
Cc1ccc(C(O)P(=O)(Oc2ccccc2)Oc2ccccc2)cc1 (configuration not stated),-0.9
COc1ccc(CN2CCN(c3ccccc3)CC2)c(C)c1C,2.6
CCC(=NCCCn1ccnc1)c1c(O)n(-c2ccccc2)c(=O)[nH]c1=O,4.9
CN1CCC(N(C)c2ncnc3ccc(Br)cc23)CC1,1.0
Cc1c(C(=O)N2CCC3(CC2)OCCO3)oc2ccc(S(=O)(=O)N3CCCCC3)cc12,-2.4
COC(=O)C1=C(c2cc3ccccc3o2)C[C@@H]2CC[C@H]1N2C(=O)NCc1ccc(F)cc1,-1.4
COC(=O)C1=C(c2cccc(NC(C)=O)c2)C[C@@H]2CC[C@H]1N2C,5.0
O=C(COc1ccc(Cl)cc1)N1CCN(C/C=C/c2ccccc2)CC1,5.3
Cc1cc(O)c2c(c1)C(=O)[C@@]13C(=C2O)C(=O)[C@H]2C(O)[C@@H]1[C@H]1C(O)[C@@H]3C(=O)C3=C(O)c4c(O)cc(C)cc4C(=O)[C@@]312 (some centres not stated),32.3*
S=C(NCCc1ccccc1)N1Cc2cc(-c3ccccc3)ccc2-n2nncc2C1,-3.9
Nc1ccccc1C(=O)c1ccccc1,3.3
CCCc1c(C)nc(SCC(=O)C(C)(C)C)nc1OC(=O)N(C)C,-0.3
O=c1[nH]c(O)c(N=Nc2ccc(SC(F)F)cc2)c(=O)[nH]1,-0.1
C[C@H](NC(=O)OCc1ccccc1)C(=O)NC(Cc1ccccc1)P(=O)(Oc1ccccc1)Oc1ccccc1 (some centres not stated),2.8
COC(=O)C1=C(c2ccc3ccccc3c2)C[C@@H]2CC[C@H]1N2C(=O)NCC1CC1,-1.8
CN1C(=O)C(=Cc2cn(CC#N)c3ccccc23)C(=O)N(C)C1=O,2.4
O=C(CCc1ccccc1)N1Cc2cc(-c3cccc(F)c3)ccc2-n2nncc2C1,0.9
CC(C)NS(=O)(=O)c1ccc(OCC(=O)N2CCN(C)CC2)cc1,-0.8
CCCCOP(=O)(CN1CCOCC1)OCCCC,2.7
CN1CCC(n2nccc2N)CC1,1.0
CC(=O)O[C@@H]1[C@H]2CC[C@@H]3[C@]1(C[C@@H](OC(C)=O)[C@@]1(O)C([C@@H]4O[C@@H]4C1(C)C)[C@]3(C)O)C[C@@]2(C)O (some centres not stated),0.1
CC(C)COP(=O)(OCC(C)C)C(O)c1cccnc1 (configuration not stated),3.3
CC(C)(C)C(=O)N1Cc2cc(-c3ccccc3)ccc2-n2nncc2C1,-2.4
COc1cc(C2SCC(=O)Nc3c2c(C)nn3-c2ccccc2)cc(OC)c1OC (configuration not stated),-3.4
COC(=O)C1=C(c2ccc(F)cc2OCc2ccccc2)C[C@@H]2CC[C@H]1N2C(=O)NCc1cccc(OC)c1,-1.0
CC12CCC(=O)C=C1CCC1C2CCC2(C)C(O)(C(=O)CO)CCC12O (configuration not stated),1.2
O=C(Cc1ccccc1F)N1CCN(CC(=O)N2CCCC2)CC1,1.6
CCOC(=O)[C@]12Cc3cc(C)ccc3[C@H]1N(C1CCCCC1)C(=O)c1cc(OC)ccc12,-0.5
CCCCn1c(O)c(C(=O)/C=C/c2ccc3c(c2)OCO3)c(=O)[nH]c1=O,-0.8
COC(=O)C1=C(c2ccc(OC(F)(F)F)cc2)C[C@@H]2CC[C@H]1N2C(=O)NC(C)C,3.6
COC(=O)C1=C(c2ccc(OC(F)(F)F)cc2)C[C@@H]2CC[C@H]1N2C(=O)NCCCOC(C)C,0.2
CN1CCN(c2ccc(C(N)=O)cc2N)CC1,-3.4
CCOC(=O)C1SC2(C(F)(F)F)CC1(O)c1c(C)cc(C)nc1O2 (configuration not stated),-2.1
COP(=O)(OC)C(Nc1ccccn1)c1ccccc1 (configuration not stated),2.3
O=C(CN1CCCCC1)c1ccc(F)cc1,5.5
Cc1ccc2c(c1)CC1(CN2C)C(=O)NC(=O)N(c2cc(C)ccc2C)C1=O (configuration not stated),-1.8
NC1(C(=O)O)CCCc2ccc(N(CCCl)CCCl)cc21 (configuration not stated),-2.3
CN=C1CN=C(c2ccc[nH]2)c2cc(Cl)ccc2N1,5.8
CCC1([N+](=O)[O-])COP(N)(=O)OC1 (configuration not stated),7.3

# (further entries)
SMILES,TbREL1 primary
O=c1cc(C(F)(F)F)c2cc3c4c(c2o1)CCCN4CCC3,-32.8
Cc1ccc(-n2c(C)cc(/C=C3/C(=O)NC(=O)N(Cc4ccco4)C3=O)c2C)cc1,-1.2
COc1ccc(C(=O)C2CCCN(Cc3cccc(C)n3)C2)c(OC)c1 (configuration not stated),-1.3
CCC(C)N1C(=O)NC(=O)C2(Cc3cc(C)ccc3N(C)C2)C1=O (configuration not stated),1.3
CC(=NCCC1=CCCCC1)c1c(O)[nH]c(=O)[nH]c1=O,-0.1
Cc1ccc2cccc(OC(=O)N3CCCC3)c2n1,1.2
CCCCn1c(=O)c(C(=O)Nc2ccsc2C(=O)OC)c(O)c2ccccc21,4.3
CC(=O)Nc1ccccc1C(=O)OCC(=O)c1cccc2ccccc12,4.6
COc1cccc(/C=C2\N=C(c3cncc(Br)c3)OC2=O)c1,3.1
COc1ccc2[nH]cc(CCNCc3cccnc3)c2c1,-3.2

# Structural class, the entries above containing a COOH group (three)
SMILES,TbREL1 primary
Cc1ccc(-c2cc(-c3ccc(C)cc3)[n+](-c3ccc(C(=O)O)cc3)c(-c3ccc(C)cc3)c2)cc1,-3.5
C=C(CC1CC(O)[C@]2(C)OC3CC4OC5C[C@]6(C)O[C@]7(C)CCC8OC9C[C@]%10(C)OC%11C(C)=CC(=O)OC%11CC%10OC9C[C@@H](C)C8OC7CC6O[C@]5(C)C/C=C\C4OC3CC2O1)C(=O)O (some centres not stated),0.6
NC1(C(=O)O)CCCc2ccc(N(CCCl)CCCl)cc21 (configuration not stated),-2.3

# Screening data: PubChem BioAssay, The Scripps Research Institute Molecular Screening Center
